High-throughput results (PubChem)
RGS4 inhibitor – human RGS4 inhibition | Transcreener GDP fluorescence polarization, RGS4-accelerated GTP hydrolysis | Potency, µM (top dose mostly 114 µM), inactives show at the highest dose activity change, negative = inhibition, most hits filed as inhibitors | hit rate 0.039% among 390,000 | AID 504845; also: potency is read from the fitted curve at half-maximal effect; % is scaled to controls: 0 for no effect and ±100 for the full control effect; nearly all actives have a fitted effect of over 75% in size; some results filed as inactive show a strong effect at the top dose
Target sequence (P49798 whole entry, looked up): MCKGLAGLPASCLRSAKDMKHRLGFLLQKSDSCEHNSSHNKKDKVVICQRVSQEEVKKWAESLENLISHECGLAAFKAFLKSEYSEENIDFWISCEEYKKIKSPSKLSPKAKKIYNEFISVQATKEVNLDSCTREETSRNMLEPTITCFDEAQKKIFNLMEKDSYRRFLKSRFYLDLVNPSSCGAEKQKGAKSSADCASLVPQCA
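MLSMR compounds (23 nl, pin-transferred) preincubated 10 min at room temperature with a 500nM (2x) first reagent, then RGS4 at 900nM (2x) plus Transcreener GDP mix added; fluorescence polarization (620/688 nm) read before and after 90 min at 30 °C.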
POLB inh – blocks human DNA polymerase beta activity. hit rate 1.3% among 340,000. Pol beta primer extension/strand displacement, fluorescence kinetic. Potency, µM (highest dose often 114 µM), inactives show at the highest dose activity change, negative = inhibition, most hits filed as inhibitors. P06746; also: potency is read from the fitted curve at half-maximal effect; % is scaled to controls: 0 for no effect and ±100 for the full control effect
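Kinetic readout of DNA synthesis with strand displacement by Pol beta. Compound and 10 nM enzyme sit 15 min at room temperature; 50 nM substrate starts the reaction, read immediately and at 10 min.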
ERG-DNA inh – ERG Ets/DNA interaction inhibition; Potency, µM (doses to about 76.9 µM), for the others: top-dose FP activity, negative = inhibition, usual class: inhibitors; fluorescence polarization, His-ERG Ets domain / labelled DNA; P11308; hit rate 0.028% among 370,000; active = well fitted inhibition curve with a large enough effect in the polarisation, with a control signal flat; inconclusive = small, poorly fitted or top-dose-only effect, or effect the other way, or a change in a side signal; inactive = no such curve, though single readings can be large or run the other way; the % refers to the polarisation;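 also: polarization taken with two DNA probes labelled with fluorescein and Texas red; potency is read from the fitted curve at half-maximal effect; % of control where 0% means no effect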
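His-tagged ERG Ets domain (1 uM in the protein solution; 300mM KCl, 50mM Tris-HCl, 1mM EDTA, 1mM DTT, pH 7.5) received compound, then a probe mix of 5 nM fluorescein-DNA and 100nM Texas-615-DNA. Fluorescence polarization was read for both dyes.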
Pol kappa inh – blocks human DNA polymerase kappa activity. Potency, µM (titrated, usually from 107 µM), inactives show top-dose activity, negative = inhibition, actives largely listed as inhibitors. purified Pol kappa, fluorescent DNA synthesis assay, 10 min. AID 588579. Q9UBT6. hit rate 0.53% among 400,000; also: potency is read from the fitted curve at half-maximal effect; % is scaled to controls: 0 for no effect and ±100 for the full control effect
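Kinetic fluorescence screen: compound preincubated 15 min RT with 10 nM enzyme; 50 nM substrate (final) initiates; reads at 0/10 min.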
APE1 inh – APE1 (human) endonuclease inhibition; AID 2517; recombinant APE1, TAMRA/BHQ-2 abasic DNA cleavage fluorescence; Potency, µM (series often up to 65.8 µM), for the others: top-dose activity change, negative = inhibition, usual class: inhibitors; hit rate 0.35% among 350,000;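 also: potency is read from the fitted curve at half-maximal effect; plate controls were vehicle for no effect and reference inhibitor for full effect; nearly all actives have a fitted effect of over 55% in size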
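Quantitative HTS: incision of a TAMRA/BHQ-2 double-stranded substrate bearing a tetrahydrofuran abasic site by 0.75 nM APE1 raises fluorescence. Substrate 50 nM final, added after 15 min compound preincubation at room temperature; progress as third-minus-first kinetic read difference.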
Anesthetic bind – candidate novel general anesthetic via apoferritin binding. apoferritin/1-aminoanthracene competitive binding, fluorescence. Potency, µM (top dose mostly 77.5 µM), for the others: top-dose activity change, negative = displacement, most hits filed as inhibitors. hit rate 0.074% among 350,000. AID 485281; also: potency is read from the fitted curve at half-maximal effect; % is scaled to controls: 0 for no effect and ±100 for the full control effect; nearly all actives have a fitted effect of over 20% in size
Target sequence (P02791 2-175 limits assumed): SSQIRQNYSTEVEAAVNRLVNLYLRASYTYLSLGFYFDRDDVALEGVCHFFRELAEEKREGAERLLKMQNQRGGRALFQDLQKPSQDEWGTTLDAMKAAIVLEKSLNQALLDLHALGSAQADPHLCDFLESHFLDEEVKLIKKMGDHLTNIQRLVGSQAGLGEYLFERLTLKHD
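Steps: apoferritin (10 uM) was premixed with half-saturated 1-AMA in PBS, compounds were pin-transferred, plates stood 10 min at room temperature, fluorescence was read at 380/535 nm, and curves were fitted with a Hill equation.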
Pol eta inh – blocks human DNA polymerase eta activity | Q9Y253 | recombinant Pol eta, fluorescent DNA replication assay | Potency, µM (titrated, usually from 114 µM), inactives show at the highest dose activity change, negative = inhibition, most hits filed as inhibitors | hit rate 1.2% among 390,000 | AID 588591; also: potency is read from the fitted curve at half-maximal effect; % is scaled to controls: 0 for no effect and ±100 for the full control effect
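Pol eta at 10 nM preincubated with compounds 15 min at room temperature; reaction started with fluorescent substrate (50 nM final) and read kinetically at 0 and 10 min.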
LDHA inh – blocks human lactate dehydrogenase A. AID 1347041. purified LDHA, NADH/diaphorase-resazurin fluorescence; active compounds read low. hit rate 0.15% among 480,000. activity change, % (values are at about 110 or 230 µM); in the data active = activity change below about -30%; inconclusive = mostly about -25% to -30%;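 also: plate controls were DMSO wells for no effect and wells without enzyme for full effect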
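Human LDH5 at 2 nM final in Tris HCl pH 7.4 with 0.06 mM NADH and 0.2 mM pyruvate, reacted 5 minutes at room temperature. Remaining NADH coupled via diaphorase/resazurin; resorufin fluorescence read at 0 and 20 minutes, normalized to enzyme-free and DMSO wells.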
12-LOX inh – blocks human arachidonate 12S-lipoxygenase; P18054; purified 12hLO, xylenol orange hydroperoxide absorbance; Potency, µM (titrated, usually from 108 µM), inactives show top-dose activity change, negative = inhibition, hits mostly inhibitors; hit rate 1.1% among 580,000; also: potency is read from the fitted curve at half-maximal effect; % is scaled to controls: 0 for no effect and ±100 for the full control effect
Target sequence (P18054 whole entry, looked up): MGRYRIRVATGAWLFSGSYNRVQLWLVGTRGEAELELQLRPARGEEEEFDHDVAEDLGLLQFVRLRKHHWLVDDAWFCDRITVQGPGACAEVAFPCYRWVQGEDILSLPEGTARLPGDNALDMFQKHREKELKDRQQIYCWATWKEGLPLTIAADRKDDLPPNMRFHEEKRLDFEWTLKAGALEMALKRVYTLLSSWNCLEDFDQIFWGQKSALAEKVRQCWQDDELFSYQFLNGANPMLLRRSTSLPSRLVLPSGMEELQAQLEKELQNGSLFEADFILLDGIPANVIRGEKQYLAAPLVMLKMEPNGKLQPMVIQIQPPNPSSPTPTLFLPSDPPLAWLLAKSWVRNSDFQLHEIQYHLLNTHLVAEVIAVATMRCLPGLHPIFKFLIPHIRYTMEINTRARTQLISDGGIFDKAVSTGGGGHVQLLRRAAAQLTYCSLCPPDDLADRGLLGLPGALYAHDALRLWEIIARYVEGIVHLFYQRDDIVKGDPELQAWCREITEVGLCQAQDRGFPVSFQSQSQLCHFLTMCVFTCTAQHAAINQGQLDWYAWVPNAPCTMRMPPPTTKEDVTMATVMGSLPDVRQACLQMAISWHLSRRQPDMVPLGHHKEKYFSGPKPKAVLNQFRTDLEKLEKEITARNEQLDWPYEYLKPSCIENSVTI
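Purified human 12hLO at 150 nM in 25 mM Hepes, 0.01% Triton X-100, pH 7.0, preincubated 15 min at room temperature with compound. Reaction started with 40 uM arachidonic acid, 30 min at room temperature. Hydroperoxide measured by Fe-xylenol orange, 573/405 nm absorbance ratio.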
* hit, by the source's call; ? = inconclusive; . = not tested or not shown; & = joins results of further samples; [ ] = remark or other dose. Unless noted, calls follow the shape of the dose curve; as a rule, active = well fitted curve in the direction sought with a large enough effect; inconclusive = small, poorly fitted or top-dose-only effect, or another doubt; inactive = no such curve, though single readings can be large; an effect the other way counts as inactive or inconclusive. These rows are one share of the data; the hit share may differ from the screen's.

SMILES	RGS4 inhibitor	POLB inh	ERG-DNA inh	Pol kappa inh	APE1 inh	Anesthetic bind	Pol eta inh	LDHA inh	12-LOX inh
CCn1c(=O)c2c(nc(SCC(=O)N3CCCC(C)C3)n2C)n(C)c1=O (centres undefined)	2%	39%	5%	-7%	11%[12.4 µM]	-4%	-18%	-5	-1%
COc1ccccc1CN1C(=O)[C@@H]2C(CCC(N)=O)NC3(C(=O)Nc4c3ccc(Cl)c4C)[C@@H]2C1=O (some centres undefined)	-22%	1%	-7%	-11%	-2%	?	5%	-3	-10%
O=C(CSc1ccc([N+](=O)[O-])cc1)NCC1CCCCC1	-14%	-5%	6%	-7%	-5%	-16%	-8%	0	-19%
CCOc1ccc(/C=N/NC(N)=S)cc1	-37%	1%	-8%	-2%	2%	0%	-10%	3	-28%
Cc1ccc(NC(=O)C(=S)NCc2ccco2)cc1	-26%	0%	-6%	-7%	-6%	-22%	-18%	0	5%
COc1ccc(/C=C/C(=O)c2ccc(OC)cc2OC)c(OC)c1	-4%	-20%	8%	-6%	-1%	?	-14%	-2	3%
CCC(C)(C(=O)NC1CCCCC1)N(Cc1ccco1)C(=O)CNC(=O)c1ccccc1 (centres undefined)	0%	7%	-13%	4%	-2%	-12%	7%	3&-6	11%&-28%
O=C(O)c1cc(N/N=C/c2ccncc2)ccc1Cl	8%	5%	10%	-14%	-1%	-4%	4%	-4	-26%
CCCc1cc(=O)[nH]c(SCC(=O)NC2(C#N)CCCCC2)n1	14%	.	-9%	-17%	-3%	.	-12%	-6	3%
COc1ccc(N2CCCn3c2nc2c3c(=O)n(Cc3ccc(C)cc3)c(=O)n2C)c(OC)c1	-16%	-15%	3%	-5%	-9%	-8%	-23%	-6	-15%
C=C(C)c1cccc(C(C)(C)NC(=O)NCCN(CC)CC)c1	19%	6%	8%	0%	-11%	-6%	-7%	-13	-15%
COc1ccccc1NC(=O)NC1(C(=O)N2CCN(C)CC2)CCCCC1	-9%	3%	3%	-13%	34%	-5%	-12%	-3	-2%
Clc1ccc(-c2cc(CSc3cccc(Cl)c3)on2)cc1	23%	4%	-8%	-9%	-6%	-1%	-9%	1	-5%
CCCCOC(=O)C1=C(C)NC(=O)NC1c1ccc(N(C)C)cc1 (centres undefined)	-24%	2%	-14%	-7%	51%[activator]	46%[activator]	-19%	-1	-5%
CN(C)CCNC(=O)/C=N/O	23%	26%	3%	-15%[60.1 µM]	-1%	-4%	-2%	3	0%
Cc1cc(C(=O)NNC(=O)C2CCCC2)c(C)o1	24%	1%	1%	-7%	0%	-1%	-2%	-5	3%
COC(=O)c1nc2nc(C)cc(C(F)(F)F)n2n1	13%	22%	-7%	-4%	3%	-8%	1%	-2	0%
Cc1ccc(NC(=O)C(NS(=O)(=O)c2ccc3c(c2)CCC(=O)N3)c2ccccc2)cc1C (centres undefined)	-32%	3%	?	-2%	.	-5%	-6%	3	?
CC(C)(C)c1cc(NC(=O)COc2ccc(Br)cc2)n(-c2ccccc2)n1	2%[56.9 µM]	16%	-4%	-15%	1%	-15%	-12%	2	-6%
CC(C)(O)C1Cc2cc(/C=C/C(=O)O)c(O)cc2O1 (centres undefined)	?	24%	-25%	6%	4%	-7%	-16%	-2	?
O=C(Nc1ccc2c(c1)OCCO2)C1CCCN1C(=O)Nc1ccc(F)cc1 (centres undefined)	-1%	26%	-6%	-1%	45%[activator]	4%	-23%	-2	-15%
OC12CC3C[C@H](C1)C(N1CCOCC1)[C@@H](C3)C2 (some centres undefined)	-9%	7%	-4%	-4%	-6%	0%	-9%	-1	17%
O=C(CCS(=O)(=O)c1cccc2nsnc12)NCc1ccccc1Cl	9%	1%	0%	-5%	2%	-2%	7%	4	0%
Cc1ccccc1NC(=O)c1cc(S(=O)(=O)N2CCOCC2)cn1C	9%	8%	-3%	3%	19%	-12%	-14%	-8	16%
COc1ccc(C(O)Cn2ccsc2=NC(C)=O)cc1 (centres undefined)	-13%	0%	1%	7%	34%	3%	-13%	4	?
Cc1ccc(NC(=O)CN2CCCC2)cc1Br	34%	29%	6%	-3%	27%	-14%	-2%	-17	?
N#Cc1nc(-c2cccs2)oc1NCc1ccccc1Cl	-4%[11.4 µM]	-33%	0%	-11%	2%	464%[activator]	-17%	-5	0%
CC(C)(C)OC(=O)N1CCC(C(=O)Nc2cccc(C(=O)N3CCOCC3)c2)CC1	3%	.	2%	2%	6%	.	-13%	4	9%
Cc1ccsc1C(=O)Nc1cc(C(C)(C)C)nn1-c1ccccc1	22%	24%	-1%	-5%	3%	?	-5%	1	-1%
Nc1c(C(=O)Nc2ccc(Cl)c(Cl)c2)sc2nc(-c3cccnc3)ccc12	.	16%	.	.	3%	1%	.	.	3%
Cc1ccc(C)c(NC(=O)COC(=O)c2ccc[n+]([O-])c2)c1	6%	.	?	-4%	24%	.	8%	-8	-25%
COc1cc2c(=O)c(C(=O)c3ccc(C)c(C)c3)cn(Cc3ccccc3)c2cc1OC	21%	-28%	4%	-16%	.	?	-10%	-14	?
Cc1cccc(Cn2cnc3c(NS(C)(=O)=O)c(C)c(C)cc32)c1	-3%	14%	2%	-11%	-2%	?	3%	3	0%
CCOC(=O)c1cccc(NC(=O)C(C)n2c(C)c3cnn(-c4ccccc4)c(=O)c3c2C)c1 (centres undefined)	30%	5%	-7%	-7%	.	-4%	-4%	-17	?
O=C(CN1C(=O)c2ccccc2S1(=O)=O)c1ccc(F)c(F)c1	-2%	9%	-5%	4%	8%	?	-16%	-1&4	?
COc1ccc(-n2nc3c(N4CCC(C(=O)NCc5ccccc5)CC4)nnc(C)c3c2C)cc1	-1%[11.4 µM]	?	-13%	-40%	5%	-3%	9%	-3	8%
COc1cc2ncnc(NCCc3ccccc3)c2cc1OC	7%	1%	-3%	-1%	21%	-5%	-22%	-1	0%
O=C(CSc1nnc(-c2ccccc2)c(-c2ccccc2)n1)NC1CCS(=O)(=O)C1 (centres undefined)	?	0%	0%	-15%	-1%	-5%	-24%	-2	-11%
Cc1cc2ccccc2c(=O)n1CC(=O)N(C)c1ccc(F)cc1	-49%	5%	4%	-18%	12%	6%	-6%	-3	0%
CCOCCn1c(=NC(=O)CSCC(=O)Nc2cc(C)on2)sc2cc(OC)ccc21	-12%	12%	-12%	-1%	2%	-2%	-10%	-5	-4%

Nothing new here: entries from further up.
SMILES	RGS4 inhibitor	POLB inh	ERG-DNA inh	Pol kappa inh	APE1 inh	Anesthetic bind	Pol eta inh	LDHA inh	12-LOX inh
O=C(Nc1ccc2c(c1)OCCO2)C1CCCN1C(=O)Nc1ccc(F)cc1 (centres undefined)	-1%	26%	-6%	-1%	45%[activator]	4%	-23%	-2	-15%
OC12CC3C[C@H](C1)C(N1CCOCC1)[C@@H](C3)C2 (some centres undefined)	-9%	7%	-4%	-4%	-6%	0%	-9%	-1	17%
O=C(CCS(=O)(=O)c1cccc2nsnc12)NCc1ccccc1Cl	9%	1%	0%	-5%	2%	-2%	7%	4	0%
Cc1ccccc1NC(=O)c1cc(S(=O)(=O)N2CCOCC2)cn1C	9%	8%	-3%	3%	19%	-12%	-14%	-8	16%
COc1ccc(C(O)Cn2ccsc2=NC(C)=O)cc1 (centres undefined)	-13%	0%	1%	7%	34%	3%	-13%	4	?
Cc1ccc(NC(=O)CN2CCCC2)cc1Br	34%	29%	6%	-3%	27%	-14%	-2%	-17	?
N#Cc1nc(-c2cccs2)oc1NCc1ccccc1Cl	-4%[11.4 µM]	-33%	0%	-11%	2%	464%[activator]	-17%	-5	0%
CC(C)(C)OC(=O)N1CCC(C(=O)Nc2cccc(C(=O)N3CCOCC3)c2)CC1	3%	.	2%	2%	6%	.	-13%	4	9%
Cc1ccsc1C(=O)Nc1cc(C(C)(C)C)nn1-c1ccccc1	22%	24%	-1%	-5%	3%	?	-5%	1	-1%

Next structures.
SMILES	RGS4 inhibitor	POLB inh	ERG-DNA inh	Pol kappa inh	APE1 inh	Anesthetic bind	Pol eta inh	LDHA inh	12-LOX inh
Cc1nnc(NN2CCOCC2)[nH]c1=O	24%	-1%	1%	-13%	6%	-6%	-17%	-10	-12%
Cc1cccc(C)c1N=C1NN=C(c2ccccc2F)CS1	-28%	-4%[57.1 µM]	4%	-15%	18%	-6%	-18%	-6	-11%
COc1ccccc1C(=O)NCC(=O)NC(C)CCc1ccccc1 (centres undefined)	-6%	-11%	10%	-4%	8%	-10%	-16%	-2	-2%
Cc1ccc(N(C(=O)CNC(=O)c2ccco2)C(C(=O)NCC2CCCO2)c2ccccc2)cc1 (centres undefined)	-3%	-1%	10%	1%	1%	-14%	-17%	-8	0%
